CSN inh: blocks human CSN-mediated cullin deneddylation | inhibition, % at 12.5 µM | actives 0.38% (n = 360,000) | Q92905 | Purified CSN, SCF-Nedd8-OG deneddylation, fluorescence polarization | AID 651999;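 active = pattern-corrected inhibition above about 35%, with an unprinted fluorescence ratio check between 0.5 and 1.5, limit read from the data, passing the limit was not always enough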;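 also: 0% = enzyme with substrate and 100% = substrate without enzyme; some results filed as inactive read as strong as hits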
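Test system: purified human Csn5 enzyme expressed in HEK293T cells. Amount: 0.24 nM enzyme. Reagent: SCFSkp2-Nedd8OG substrate at 10 nM final. Schedule: 90 min incubation of compound, enzyme and substrate at room temperature. Detection: fluorescence polarization. Read-out: % inhibition of substrate cleavage by Csn5.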
STEP block: STEP (human) phosphatase inhibition; P54829; recombinant STEP, OMFP fluorogenic substrate, fluorescence; inhibition, % at 20 µM; actives 0.25% (n = 360,000);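 active = inhibition at 20 µM, scaled per plate between control wells, above about 37%, limit read from the data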;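 also: 0% = DMSO with enzyme and substrate and 100% = substrate only without enzyme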
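Material: STEP (striatal-enriched tyrosine phosphatase) enzyme, cell-free; Compound dosing: 20 µM single dose in 1% DMSO; Technique: fluorescence read at 480 nm ex / 540 nm em; Times: reaction 20 min, ambient temperature; Medium: 50 mM Bis-Tris pH 6.0 with 2.5 mM DTT and 0.005% Tween 20; Also added: OMFP at 25 µM.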
Rpn11 inh: inhibitors of human proteasome Rpn11 | O00487 | human 26S proteasome, Ub4-pepOG fluorescence polarization; 20S core pre-blocked with epoxomicin | calls only at 20 µM | actives 0.59% (n = 360,000);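 active = inhibition at 20 µM, scaled to each plate's controls, above about 33%, limit read from the data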
Target sequence (O00487 whole entry, looked up): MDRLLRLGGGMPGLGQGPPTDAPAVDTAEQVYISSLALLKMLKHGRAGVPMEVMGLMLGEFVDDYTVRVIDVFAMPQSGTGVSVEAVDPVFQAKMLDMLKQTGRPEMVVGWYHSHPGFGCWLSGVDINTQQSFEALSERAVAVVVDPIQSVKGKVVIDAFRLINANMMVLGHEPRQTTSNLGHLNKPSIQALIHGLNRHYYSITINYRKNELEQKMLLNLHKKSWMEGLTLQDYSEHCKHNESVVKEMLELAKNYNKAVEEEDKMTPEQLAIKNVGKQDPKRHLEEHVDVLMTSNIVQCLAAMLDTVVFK
LMPTP inh: LMPTP (human) inhibition | AID 651560 | inhibition, % at 20 µM | actives 0.22% (n = 360,000) | recombinant LMPTP-A, OMFP fluorogenic substrate, fluorescence intensity;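 active = compounds that cut the enzyme signal by at least half of the control window in the single-dose screen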;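 also: plate controls were DMSO wells with enzyme plus substrate for no effect and substrate without enzyme for full effect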
Target sequence (P24666 whole entry, looked up): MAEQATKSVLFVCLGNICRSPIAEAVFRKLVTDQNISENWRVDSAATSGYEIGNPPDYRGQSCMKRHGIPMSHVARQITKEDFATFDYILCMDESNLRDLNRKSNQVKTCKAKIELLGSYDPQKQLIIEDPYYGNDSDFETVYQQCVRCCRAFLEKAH
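Test system: LMPTP-A, protein tyrosine phosphatase of low molecular weight; Input: 0.625 nM enzyme; Incubation: 50 min dark incubation at room temperature; Signal: endpoint fluorescence intensity from OMFP dephosphorylation; Read-out basis: % inhibition versus control wells.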
SUMO1-SIM PPI: alters human SUMO1 binding to SIM partners; P63165; SUMO1 binding to a labelled peptide, TR-FRET, 1 h; inhibition, % at 20 µM; actives 0.33% (n = 360,000); AID 602429; in the data active = inhibition above about 37%
Target sequence (P63165 whole entry, looked up): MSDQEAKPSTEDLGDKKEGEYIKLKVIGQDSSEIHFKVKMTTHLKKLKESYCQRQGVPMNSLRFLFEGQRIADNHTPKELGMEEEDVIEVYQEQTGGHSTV
DNMT1 block: blocks human DNA methyltransferase DNMT1; P26358; actives 0.83% (n = 360,000); AID 588458; DNMT1 molecular beacon, Hinp1I cleavage, fluorescence; inhibition (reported as % activation of signal), % at 10 µM; in the data active = inhibition above about 50%
Scp1 inh: blocks human Scp-1 phosphatase activity; Q9GZU7; Recombinant Scp1, phosphopeptide, malachite green phosphate absorbance; inhibition, % at 20 µM; actives 0.88% (n = 340,000); AID 493091;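 active = inhibition above about 50% at 20 µM, limit read from the data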;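 also: plate controls were DMSO wells with enzyme for no effect and wells lacking enzyme for full effect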
Target sequence (Q9GZU7 76-261 limits assumed): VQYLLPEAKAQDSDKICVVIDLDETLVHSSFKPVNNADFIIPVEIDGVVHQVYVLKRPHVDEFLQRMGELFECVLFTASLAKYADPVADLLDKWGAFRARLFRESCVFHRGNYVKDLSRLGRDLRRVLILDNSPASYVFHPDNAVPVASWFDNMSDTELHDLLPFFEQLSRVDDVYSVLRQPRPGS
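Test system – truncated SCP-1 phosphatase (76-261aa) · Reagent – Phosphorylated 17-residue peptide substrate · Incubation – 45 min room-temperature reaction, 5 min colour, 30 min stabiliser · Detection – colorimetric phosphate reagent with accelerator and stabiliser, absorbance at 630 nm · Measure – % inhibition at 20 µM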
MsrA inh: bovine MsrA inhibition | purified bovine MsrA, absorbance read-out | inhibition, % at 15.5 µM | actives 0.75% (n = 360,000) | AID 651718; in the data active = inhibition above about 4.5%;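 also: 0% = vehicle wells with enzyme and 100% = reference inhibitor wells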
Tb MetRS inh: Trypanosoma brucei MetRS inhibition | actives 0.4% (n = 360,000) | inhibition, % at 11.9 µM | purified T. brucei MetRS, ATP depletion, Kinase-Glo luminescence;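 active = inhibition above a per-plate cutoff of the control wells' mean inhibition plus 3 SD, cut at about 5.5% in these data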;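 also: 0% = DMSO wells median and 100% = median of wells with control inhibitor compound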
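Measured by: Kinase-Glo luciferase luminescence reporting remaining unconsumed ATP. Material: purified T. brucei MetRS enzyme. Doses: 11.9 µM compound single dose, 0.9% DMSO. Medium: HEPES buffer containing pyrophosphatase, BSA, spermine, DTT. Times: 15 min preincubation, 2 h reaction, all 25 °C. Reagent: methionine, ATP and bulk E. coli tRNA.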
NadD block: inhibitors of Staphylococcus aureus NadD; purified NadD enzyme, colorimetric absorbance read-out; inhibition, % at 20 µM; actives 0.78% (n = 360,000); in the data active = inhibition above about 26%; also: some compounds past the cut are filed as inactive
Active calls of the source: *; i = inactive; · = not tested or not shown; + = active, no number.

Structure,DNMT1 block,SUMO1-SIM PPI,LMPTP inh,CSN inh,Scp1 inh,STEP block,MsrA inh,Rpn11 inh,Tb MetRS inh,NadD block
CC(C)OCC(O)CN1CCN(C(c2ccccc2)c2ccccc2)CC1 (centres undefined),1.2,1.7,-2.3,2.0,-1.8,-2.2,0.2,i,0.1,-3.1
COc1ccc(NC(=O)C2CCN(C(=O)NC3CCCCC3)CC2)c(OC)c1,-2.5,3.3,-2.2,0.6,-10.2,-3.5,0.4,i,-0.3,-3.2
COc1ccc2c(c1)CC(=O)NC=C2,-5.6,-2.6,-0.8,-3.9,-4.7,-0.3,0.1,i,-0.3,0.0
COc1cc(NC(=O)CN(c2cc(C)cc(C)c2)S(=O)(=O)c2c(C)noc2C)cc(OC)c1,-2.6,-1.7,0.2,-5.7,-18.2,0.1,0.7,i,-0.3,-12.3
Cn1c(=O)n(CC(N)=O)c(=O)c2c1nc(Br)n2Cc1ccccc1,-1.2,0.4,0.8,1.8,-3.5,0.9,0.1,i,-0.4,-9.3
Cc1cccn2c(=O)c3cc(C(=O)NC(C)C)c(=N)n(Cc4ccncc4)c3nc12,2.1,-22.1,0.8,2.6,5.7,-0.1,0.6,i,-0.4,-2.5
Cc1cc(=O)[nH]c(SCC(=O)Nc2ccc(Br)cn2)n1,5.2,2.8,-0.8,-2.8,-2.7,-0.2,-0.9,i,-1.4,0.9
CCOC(=O)CN1CC23C=CC(O2)C(C(=O)Nc2ccc(C(C)=O)cc2)C3C1=O (centres undefined),-0.9,2.8,-0.6,3.6,-5.8,-1.2,0.3,i,-0.3,1.1
O=C(CSc1nc2[nH]ncc2c(=O)[nH]1)Nc1ccc(Cl)cc1,-4.3,4.9,-0.5,1.8,-4.8,-0.7,-1.1,i,0.7,-1.7
COc1cc(C(=O)N2CCc3ccccc32)ccc1OCc1c(C)noc1C,-5.6,-0.6,-0.3,-0.2,-4.0,1.6,0.2,i,-0.2,-3.1
O=[N+]([O-])c1ccc(Oc2ccc(S(=O)(=O)N3CCOCC3)cc2)cc1,-2.6,-39.7,0.5,-6.0,-1.2,-1.9,-1.4,i,1.1,-4.9
COC(=O)C1CCN(C(=O)c2cc(=O)[nH]c3ccccc23)CC1,1.5,0.7,1.7,0.3,1.1,-6.2,1.4,i,-0.2,-2.0
COc1cccc2c1C1(O)C2CCCCCCCCCC12OCCCO2 (centres undefined),-0.3,-5.5,0.5,-0.9,-7.6,-0.3,0.2,i,-0.1,-6.0
COc1ccc(NC(=O)CN2C(=O)NC(C)(Cc3ccc(OC)c(OC)c3)C2=O)cc1 (centres undefined),7.0,0.9,-0.3,0.9,·,-1.4,0.1,i,-0.3,4.1
CSCCC(NS(=O)(=O)c1ccc2c(c1)OCCO2)C(=O)N(C)Cc1ccc(C)cc1 (centres undefined),-1.9,7.3,-0.8,3.6,-7.1,-1.0,-1.1,i,-0.3,0.5
Cc1cc(C(F)(F)F)n2nc(C(=O)O)c(Cl)c2n1,-1.5,-2.6,-2.3,-2.2,-2.0,-2.8,0.4,i,-1.6,5.2
S=C(NCc1ccco1)Nc1cccc(Cl)c1,-3.5,3.4,0.5,6.2,-6.5,4.4,-1.7,i,1.6,-2.4
CCOc1ccc(C(=O)Nc2cc(Cl)ccc2-n2cncn2)cc1OC,0.0,8.0,0.3,-6.3,1.6,-2.4,0.1,i,-0.6,0.8
COC(=O)COc1ccc2cc(-c3ccc(OC)cc3)c(=O)oc2c1,-10.8,-24.2,0.8,-0.6,-2.5,-0.9,1.0,i,0.2,-6.7
Nc1nonc1-n1nnc(C(=O)N/N=C/c2cccc(Cl)c2)c1CN1CCCCCC1,34.1,-1.2,1.1,3.2,-4.2,10.0,-0.1,i,-0.2,9.9

The list goes on; it opens with the 2 that closed the last part.
Structure,DNMT1 block,SUMO1-SIM PPI,LMPTP inh,CSN inh,Scp1 inh,STEP block,MsrA inh,Rpn11 inh,Tb MetRS inh,NadD block
COC(=O)COc1ccc2cc(-c3ccc(OC)cc3)c(=O)oc2c1,-10.8,-24.2,0.8,-0.6,-2.5,-0.9,1.0,i,0.2,-6.7
Nc1nonc1-n1nnc(C(=O)N/N=C/c2cccc(Cl)c2)c1CN1CCCCCC1,34.1,-1.2,1.1,3.2,-4.2,10.0,-0.1,i,-0.2,9.9
COCCCNCCCCOc1ccc(OCc2ccccc2)cc1,0.6,0.7,-1.3,2.0,-0.9,2.1,-1.4,i,-0.7,-6.4
N#Cc1sc2nc(-c3cccs3)cc(-c3ccccc3)c2c1N,-10.2,-4.0,1.8,2.3,-10.2,0.4,-0.3,i,0.0,7.9
Cc1ccc(S(=O)(=O)N(Cc2cccc(Cl)c2)C(=O)N2CCN(C)CC2)cc1,3.5,0.8,-1.9,4.1,3.9,-0.7,-0.3,i,-0.7,-3.6
COc1ccc(C=CC(C)=NNC(=O)c2ccncc2)cc1,-3.1,-14.2,-0.8,-0.8,0.0,0.8,5.3*,i,0.3,1.1
Cc1nn(-c2ccccc2)c(C)c1C(=O)OCC(=O)Nc1ccccc1,-0.1,0.4,0.1,-3.7,-9.0,2.7,-0.3,i,-0.5,-6.4
CC(C)(C)S(=O)N1Cc2cc(C(=O)N3CCOCC3)nc(-c3cccc(Br)c3)c2[C@@H]1CCO (some centres undefined),-24.1,-8.0,-0.6,1.9,·,-0.5,-1.2,i,-0.3,-3.6
CNC(=O)c1ccccc1Sc1cccc2cccc(C(=O)O)c12,0.8,-5.3,-0.5,3.3,-12.8,-0.4,-0.1,i,-0.5,2.7
COc1ccccc1N=C1SC(C(=O)Nc2cccc(Cl)c2Cl)C(N)=C1C(N)=O (centres undefined),5.0,-7.9,0.2,0.5,-4.0,1.6,1.7,i,0.3,-5.2
Cc1ccc(S(=O)(=O)N(C)C[C@@H]2Oc3ncc(C#CCC(C)C)cc3C(=O)N([C@H](C)CO)C[C@H]2C)cc1,0.5,-3.2,1.0,-1.3,·,0.7,-0.3,i,-0.3,5.6
CC(C)NS(=O)(=O)c1ccc(CCC(=O)NCc2ccco2)cc1,1.5,2.2,-0.3,-1.4,-2.2,-4.3,0.0,i,-0.5,-2.2
COCCN(C(=O)COC(=O)c1ccc(Cl)s1)c1c(N)n(Cc2ccccc2)c(=O)[nH]c1=O,0.9,0.4,-0.3,7.4,-0.1,0.2,0.8,i,-0.6,-2.2
O=C(Nc1ccccc1SCC1CSc2nc3ccccc3c(=O)n21)c1ccccc1 (centres undefined),0.8,0.9,-0.2,3.4,0.3,-7.4,0.1,i,-0.4,-0.4
Cc1cc(NC(=O)C2CC(=O)N(c3ccccc3)C2)no1 (centres undefined),9.9,2.0,-2.8,-0.3,-4.6,-4.6,-0.8,i,-0.1,-0.4
NC(=S)N/N=C/c1ccccc1OC(=O)/C=C/c1ccccc1,1.2,-14.5,1.1,-2.9,-8.0,-0.7,1.7,i,-0.5,-1.0
COc1ccc(OC)c(C(C)NC(=O)c2ccco2)c1 (centres undefined),0.6,4.6,-1.0,-5.1,9.8,-5.1,0.4,i,-0.1,0.6
COCCN(C(=O)c1ccccc1OC1CCN(S(C)(=O)=O)CC1)C(C)C,-4.7,9.5,-0.9,6.5,-3.6,-0.4,-0.1,i,-0.1,1.5
Cn1c(=O)c2cc(S(=O)(=O)NCCC(=O)NCCc3ccc(Cl)cc3)ccc2n(C)c1=O,0.8,-0.6,0.7,-0.8,-5.3,-3.7,-0.4,i,-1.1,-4.2
CCNC(=O)/C(C#N)=C/c1c(N2CCN(c3cccc(Cl)c3)CC2)nc2c(C)cccn2c1=O,-7.2,-13.1,3.0,3.4,-9.7,2.4,3.4,i,-0.3,3.6
O=c1[nH]c2ccc(Cl)cc2c(-c2ccccc2)c1SC(=S)N1CCOCC1,-27.9,-7.1,1.1,0.9,-1.6,7.2,-0.2,+,0.4,40.3*
COc1cccc(-c2cc(C(=O)NCc3ccco3)c3ccccc3n2)c1,-4.0,-6.5,1.4,0.9,6.0,2.3,0.6,i,-0.1,3.3
Cc1nnc(SC(C)C(=O)NC2CCCCC2C)s1 (centres undefined),3.0,-3.1,-1.1,-3.5,7.2,-1.1,-0.3,i,-0.5,-1.3
Cc1cccn2c(=O)c(C(=O)NC3CCCCC3)c(O)nc12,-2.0,-7.2,1.3,0.6,-11.0,1.4,-0.1,i,-0.1,9.6
COc1ccc(CCn2c(NCCCN3CCOCC3)nc3c2c(=O)[nH]c(=O)n3C)cc1,2.5,6.9,-1.2,-0.8,-4.2,-0.6,0.4,i,-0.3,-3.7
CCNC(=S)N/N=C/c1ccc(OCCOc2ccccc2C)cc1,13.4,-1.8,-1.7,-3.2,-4.3,-4.9,-0.5,i,-0.3,6.8
COc1nc(-c2ccccc2)ccc1-c1noc(-c2cccs2)n1,-10.7,6.5,2.8,6.6,-13.4,2.5,0.3,+,0.1,-8.3

An unsorted share of the library, and some 3.9% of all compounds hit somewhere here.
